NCI-60 one-dose screen, 48 h, at 10 µM unless noted. Numbers give growth in % (100 = growth as untreated, 0 = no growth, -100 = all killed).
RPMI-8226 = RPMI-8226 leukemia cells; 77,000 compounds, 7.5% hits
HOP-92 = HOP-92 NSCLC cells; AID 1794738; 71,000 compounds, 6.3% hits
EKVX = EKVX NSCLC; 71,000 compounds, 3% hits; AID 1794765
A549/ATCC = A549/ATCC NSCLC; 81,000 compounds, 3.7% hits
CCRF-CEM = CCRF-CEM leukemia; 77,000 compounds, 7% hits
M14 = M14 melanoma; 80,000 compounds, 6.2% hits; AID 1794745
HOP-62 = HOP-62 NSCLC | AID 1794735 | 80,000 compounds, 3.9% hits
UACC-62 = UACC-62 melanoma; 81,000 compounds, 5.4% hits; AID 1794756
An asterisk follows results filed as active; x = not tested or not shown; & = joins results of further samples; ! = not confirmed by another sample; [ ] = dose if it differs, or a comment. How the source made its calls: active means growth percent below 10; inactive means the rest.

SMILES	RPMI-8226	HOP-92	EKVX	A549/ATCC	CCRF-CEM	M14	HOP-62	UACC-62
CCCCCCCCCCCCCCCCN=Cc1ccc2c(c1)OCO2	102	x	107	99	104	99	105	94
COC1=NCN=C2SC=C(N)N=C12	98	117	87	108	x	101	100	95
O=C1CN2NC(=O)c3ccccc3N=C2N1	96	99	105	100	99	103	108	104
C=C1C(=O)O[C@H]2[C@H]1CC/C(COC(=O)/C=C\C(=O)NCc1ccc(Cn3c(=O)sn(-c4ccccc4)c3=O)cc1)=C\CC[C@@]1(C)O[C@@H]21	40	84	99	98	1.9*	48	105	85
Cc1ccc(-c2nc3ccccn3c2/C=C2/C(=O)Nc3ccccc32)cc1	88	83	83	93	77	96	95	80
C/C(CC(C)C)=N/Nc1ccc([N+](=O)[O-])cc1[N+](=O)[O-]	101	x	97	99	90	110	101	98
CC(=O)COC(C)=O	99	97	x	91	104	100	91	100
c1ccc(-c2ccc3ccccc3c2)cc1	104	77	103	84	100	103	85	95
N#C/C(=C\c1ccc(O)cc1)C(N)=O	112	114	107	104	107	99	105	100
O=C(Nc1ccccc1)c1cc(=O)c(O)co1	97	94	100	94	97	93	106	101
CC(=O)Nc1ccc(-c2cc3c(NCc4ccc(F)cc4)ncnc3s2)cc1	x	76	68	84	96	x	58	73
CC(C)(C)c1ccc(S(=O)(=O)OCC(=O)Nc2cccc(C(=O)O)c2O)cc1	68	95	106	114	92	110	101	94
CC(CN(C)C)Oc1ccc(OC(C)CN(C)C)c2c1C(=O)c1ccccc1C2=O (configuration not stated)	41	49	71	23	29	57	49	68
O=c1c2cccc3c(Nc4ccc(Br)cn4)ccc(c32)c2nc3ccccc3n12	56	62	x	106	98	97	88	85
COc1cc(CNc2nnc(C)c(C)n2)ccc1O	100	77	100	104	98	97	96	99
COc1ccc(C2=CC(c3ccc(OC)cc3Br)N3C=CSC3=N2)cc1 (configuration not stated)	-9.1*	77	x	42	27	25	76	71
C=C1C(=O)O[C@H]2[C@H]1CC/C(COC(=O)NCc1ccc(Cn3c(=O)sn(-c4ccccc4)c3=O)cc1)=C\CC[C@@]1(C)O[C@@H]21	1.9*	10	77	114	-9.2*	14	126	48
CC(C)=CCC[C@](C)(O)[C@H]1CC[C@]2(C)[C@@H]1CC[C@@H]1[C@@]3(C)CC/C(=N/O)C(C)(C)[C@@H]3CC[C@]12C	-2.7*[100 µM]	-62*[100 µM]	2.6*[100 µM]	-70*[100 µM]	23[100 µM]	-14*[100 µM]	-51*[100 µM]	-59*[100 µM]
N#CSc1cc(SC#N)c2ccccc2c1N	85	85	x	66	36	83	102	75
Oc1cc(Cl)ccc1Cc1ccc(Cl)cc1O	19	-14*	51	74	46	x	60	32
C=C1C(=O)O[C@H]2[C@H]1CC/C(Cn1cc(-c3ccsc3)nn1)=C\CC[C@@]1(C)O[C@@H]21	-43*	-73*	-80*	14	-25*	-57*	28	-56*
COC1C(=O)CCC2(CO2)C1(O)C1(C)OC1CCC(C)C (configuration not stated)	77	67	76	56	70	56	72	70
O=C(c1cccnc1)N1CCOCC1	93	x	98	94	92	100	102	92
Cn1cc(-c2cc3nc(-c4c[nH]c5ccccc45)cc(N)n3n2)c2cc(Cl)ccc21	-25*	-81*	-90*	-85*	-13*	-89*	-86*	-86*
O=C(O)[C@@H]1CCC(c2ccccc2)=N1	102	99	102	103	92	106	111	112
Cc1ccc(OCCn2ccc(=O)n(CCOc3ccc(Cl)cc3C(=O)c3cc(C)cc(C)c3)c2=O)cc1	34	46	47	42	26	25	x	33
O=C(OCCO)c1ccccc1	94	87	x	98	x	108	110	98
CCCC(C)=C(C(=O)OCC)C(=O)OCC	102	107	119	100	97	96	114	97
CCC1(C(N)=O)CC2C=CC1CC2 (configuration not stated)	89	94	115	102	127	91	136	104
CCN(CC)CCC=C(c1cccs1)c1cccs1	99	86	129	98	x	106	100	98
CCOC(=O)CO	110	96	96	102	102	104	104	103
CCC(CC)O[C@@H]1C=C(C(=O)OC)C[C@H](N)[C@H]1NC(C)=O	89	x	106	103	93	100	110	102
CCc1ccc(Nc2ncnc3c2c(C)nn3-c2ccc([N+](=O)[O-])cc2)cc1	113	x	94	92	97	99	95	85
C=CCC(CCCC)(C(=O)OCC)C(=O)OCC	95	96	114	103	93	97	111	100
O=C(NCCCCC(Cl)C(=O)O)c1ccccc1 (configuration not stated)	100&105	87&77	103&108	75&99	95&102	101&101	101&97	93&99
CC(C(=O)NCc1cccnc1)c1ccc(Nc2ccnc(C(F)(F)F)c2)cc1 (configuration not stated)	63	81	x	94	89	101	97	89
Cc1ccc(Cc2sc3nc(=O)c4cn(C)nc4n3c2C)cc1	101	98	109	103	96	113	103	105
O=C1C(Br)=CC2C1C1C3CCC3C2(Br)C12OCCO2 (configuration not stated)	7.8*	x	x	33	-3.1*	44	47	55
C/C(=N/O)c1ccc(NC(=O)Cn2nc(-c3ccccc3)nc2N)cc1	99	95	108	68	94	110	82	103
O=C1/C(=C/c2ccc(Oc3ccnc(N4CCOCC4)n3)cc2)CC/C1=C\c1ccc(Oc2ccnc(N3CCOCC3)n2)cc1	54	x	x	54	64	79	65	75

Structural class, the entries above with an aryl methoxy group
SMILES	RPMI-8226	HOP-92	EKVX	A549/ATCC	CCRF-CEM	M14	HOP-62	UACC-62
COc1cc(CNc2nnc(C)c(C)n2)ccc1O	100	77	100	104	98	97	96	99
COc1ccc(C2=CC(c3ccc(OC)cc3Br)N3C=CSC3=N2)cc1 (configuration not stated)	-9.1*	77	x	42	27	25	76	71

More compounds:
SMILES	RPMI-8226	HOP-92	EKVX	A549/ATCC	CCRF-CEM	M14	HOP-62	UACC-62
O=C(c1nnc(Nc2ccc(F)cc2)o1)c1c[nH]c2ccccc12	102	97	98	96	104	105	77	91
C=CCOc1ccc2c(c1)CC=C1[C@@H]2CC[C@]2(C)C(=O)/C(=N/O)C[C@@H]12	41	101	x	84	31	79	103	108
Nc1ncc(-c2ccc(NS(=O)(=O)C3CC3)cc2)[nH]1	95	105	101	103	100	103	117	96
COc1cc(C2SCC(=O)N2NC(=O)c2ccc(C)nc2)cc(OC)c1OC (configuration not stated)	86	97	103	91	93	105	89	92
COc1cccc2c1C(=O)c1c(O)c3c(c(O)c1C2=O)C[C@@](O)(C(=O)CO)C[C@@H]3OC1CC(OC(C)=O)C(OC(C)=O)C(C)O1 (some centres not stated)	-43*	-29*	31	-45*	-49*	-13*	-26*	-88*
CN(C)c1ccc(C2Cc3ccccc3C(=O)N2c2ccccc2)cc1 (configuration not stated)	85	85	95	91	91	81	93	x
CC(C)(c1cc(Cl)c(O)c(CN2CCOCC2)c1)c1cc(Cl)c(O)c(CN2CCOCC2)c1	57	x	98	77	87	98	107	79
CCN(CC)c1ccc(/C=N/NC(=O)CSc2nc3ccccc3c(=O)n2Cc2ccc(S(N)(=O)=O)cc2)c(O)c1	17	58	35	29	11	4.3*	21	6.5*
O=c1ssc(=Nc2ccc(Cl)cc2)n1-c1ccc(Cl)cc1	54	74	x	63	66	68	96	40
COc1cc(/C(C)=N/NC(=O)c2ccncc2)ccc1O	103&102	109&83	112&104	100&107	108&85	102&107	108&97	102&97

Individual results from the results shown.
O=C(c1cccnc1)N1CCOCC1 – HOP-62 = 102
CC(=O)COC(C)=O – M14 = 100
CC(C)(c1cc(Cl)c(O)c(CN2CCOCC2)c1)c1cc(Cl)c(O)c(CN2CCOCC2)c1 – EKVX = 98
COC1C(=O)CCC2(CO2)C1(O)C1(C)OC1CCC(C)C (configuration not stated) – HOP-92 = 67
CC(=O)Nc1ccc(-c2cc3c(NCc4ccc(F)cc4)ncnc3s2)cc1 – A549/ATCC = 84
CCN(CC)CCC=C(c1cccs1)c1cccs1 – A549/ATCC = 98

The list goes on.
SMILES	RPMI-8226	HOP-92	EKVX	A549/ATCC	CCRF-CEM	M14	HOP-62	UACC-62
O=C1CCC2c3[nH]c4ccccc4c3CCN12 (configuration not stated)	103	109	94	98	96	117	112	96
Cc1ccc(S(=O)(=O)NC(CCC(N)=O)C(=O)O)cc1 (configuration not stated)	97	x	x	94	102	104	105	112
NC(=O)c1ccc(S(N)(=O)=O)cc1	119	111	99	91	104	101	83	101
Cc1ccc(C2=Nc3c(N)ncnc3NC(c3ccc4c(c3)OCO4)C2)cc1 (configuration not stated)	40	8.5*	83	56	-39*	39	64	48
Cc1ccc(S(=O)(=O)Nc2nc(-c3ccc(Cl)cc3)c(C#N)c(N3CCCCC3)n2)cc1	122	101	98	102	111	110	115	89
Cc1sccc1-c1nnc(-c2c(-c3ccc(F)cc3)nc3ccccn23)o1	94	x	95	96	103	111	111	105
CN(C)c1ccc(N=C2C=CC(=[N+](C)C)C=C2)cc1	17	34	48	69	41	101	77	72
O=c1oc2ccc(-c3ccc(F)cc3F)cc2c(=O)n1-c1cccc(C(F)(F)F)c1	-13*	-26*	8.7*!	9.7*	23&10	18	3.5*!	-6.1*
CCOC(=O)CSc1nc2sc(C(N)=O)c(C)c2c(=O)n1Cc1ccccc1	103	90	x	103	104	104	95	102
CNS(=O)(=O)Oc1ccc(-c2ccc3sccc3c2)cc1	103	110	27	98	96	102	105	90

Entries of single compounds from above:
CNS(=O)(=O)Oc1ccc(-c2ccc3sccc3c2)cc1 is entered as RPMI-8226: 103; HOP-92: 110; EKVX: 27; A549/ATCC: 98; CCRF-CEM: 96; M14: 102; HOP-62: 105; UACC-62: 90
NC(=O)c1ccc(S(N)(=O)=O)cc1 is entered as RPMI-8226: 119; HOP-92: 111; EKVX: 99; A549/ATCC: 91; CCRF-CEM: 104; M14: 101; HOP-62: 83; UACC-62: 101

Next section
SMILES	RPMI-8226	HOP-92	EKVX	A549/ATCC	CCRF-CEM	M14	HOP-62	UACC-62
COc1ccc(OC)c(NC(=O)C2=C(C)NC(C)=C(C(=O)Nc3cc(OC)ccc3OC)C2c2cccc([N+](=O)[O-])c2)c1	56	58	58	79	75	81	80	55
CCc1ccccc1NC(=O)c1sc2nc3c(cc2c1N)C(=O)CCC3	18	85	x	22	14	15	35	34
Cc1cc(O)c2c(c1)C(=O)C(c1c(C)cc3c(c1O)C(=O)C=CC3=O)=CC2=O	15	108	100	99	19	93	99	61
CCOC(=O)c1ncn(Cc2ccccc2)c1-n1cccc1	x	96	139	104	92	95	90	101
CCOC(=O)c1cc(C(=O)c2ccc(Br)cc2)n2ccc(/C=C/c3cc[n+](CC(=O)c4ccc(Br)cc4)cc3)cc12	64	70	81	48	47	67	100	83
O=C(Nc1ccccc1)Nc1ccc(OCC(=O)c2ccccc2)cc1	94	x	89	80	86	95	100	84
COc1cccc(F)c1	101	106	105	105	105	99	102	118
COc1ccc(/C=C/C(=O)n2nc(-c3ccccc3)nc2-c2ccccc2)cc1	95	93	x	103	95	101	104	109
COc1ccc(-c2ccnc(SCc3cc4ccccc4[nH]c3=O)n2)cc1	65	x	70	61	48	45	32	45
C/C(CCc1ccccc1)=C(/C)C1CC1CCNS(=O)(=O)c1ccc(C)cc1 (configuration not stated)	89	96	82	96	96	98	115	70

Four records picked at random from the list so far:
SMILES	RPMI-8226	HOP-92	EKVX	A549/ATCC	CCRF-CEM	M14	HOP-62	UACC-62
C/C(CCc1ccccc1)=C(/C)C1CC1CCNS(=O)(=O)c1ccc(C)cc1 (configuration not stated)	89	96	82	96	96	98	115	70
CCOC(=O)c1ncn(Cc2ccccc2)c1-n1cccc1	x	96	139	104	92	95	90	101
Cc1cc(O)c2c(c1)C(=O)C(c1c(C)cc3c(c1O)C(=O)C=CC3=O)=CC2=O	15	108	100	99	19	93	99	61
CCOC(=O)c1cc(C(=O)c2ccc(Br)cc2)n2ccc(/C=C/c3cc[n+](CC(=O)c4ccc(Br)cc4)cc3)cc12	64	70	81	48	47	67	100	83

Later entries.
SMILES	RPMI-8226	HOP-92	EKVX	A549/ATCC	CCRF-CEM	M14	HOP-62	UACC-62
C=C1C[C@H](O)[C@H](Br)C(C)(C)[C@@]12CCC(C)=C(Cl)C2	-18*	24	14	6.5*	22	-20*	36	-12*
NC(N)=NNC(=O)Cc1ccc(Cl)cc1	102	72	92	94	97	105	105	99
CCCCCCCC(=O)OCc1cc(=O)c(OC(=O)CCCCCCC)co1	104	83	106	101	96	99	99	99
COC(=O)c1ccc(C(=O)Nc2ccc(-c3cc(=O)c4c(OC)c(OC)c(OC)cc4o3)cc2)cc1	84	81	111	97	85	98	96	86
C=C1C(=O)O[C@H]2[C@H]1CC/C(CNC(=O)/C=C/c1ccccc1F)=C\CC[C@@]1(C)O[C@@H]21	-3.0*	-28*	-19*	53	-0.3*	-32*	75	-5.5*

Rows were taken by chance, and some 12% of all compounds hit somewhere here.
